# Compound activity deposited in PubChem BioAssay by Sanford-Burnham Center for Chemical Genomics.
# Mdm2 MdmX PPI: inhibitors of human Mdm2-MdmX association, primary screen, cell-based, luminescence, split luciferase, SaOS-2, uHTS. Protein Mdm4 (Homo sapiens) + E3 ubiquitin-protein ligase Mdm2 (Homo sapiens), …. SaOS-2 split-luciferase Mdm2/MdmX complementation. inhibition, % at 8 µM. actives 3% (n = 330,000);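 active = inhibition of at least 50% at 8 µM in the primary screen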
# APJ ag: agonists of human apelin receptor APJ, primary screen, CHO-K1 cells, PathHunter beta-arrestin, luminescence; 0% DMSO wells, 100% apelin; activation, % at 20 µM; actives 0.11% (n = 330,000); AID 2520, 2010;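 active = activation more than six SD over the plate average, tested at 20 µM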;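 note: 0% = DMSO alone and 100% = apelin-13 at 10 nM; some results filed as inactive read as strong as hits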
# Target sequence (P35414 whole entry, looked up): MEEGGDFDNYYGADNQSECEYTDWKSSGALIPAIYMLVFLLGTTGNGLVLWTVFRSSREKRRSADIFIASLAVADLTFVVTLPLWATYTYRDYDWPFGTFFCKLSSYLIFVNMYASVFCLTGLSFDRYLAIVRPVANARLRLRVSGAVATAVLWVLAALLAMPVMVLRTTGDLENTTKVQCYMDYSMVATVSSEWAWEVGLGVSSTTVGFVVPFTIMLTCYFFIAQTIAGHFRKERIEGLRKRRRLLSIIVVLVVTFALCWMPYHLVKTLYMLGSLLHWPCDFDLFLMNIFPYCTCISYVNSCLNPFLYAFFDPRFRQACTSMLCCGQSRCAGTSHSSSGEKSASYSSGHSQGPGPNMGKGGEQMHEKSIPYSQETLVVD
#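 system = engineered CHO-K1 APJ arrestin reporter cells | input = 1000 cells per well | timing = overnight seeding, 90 min compound at 25 °C, 1 h detection | measured by = enzyme-fragment complementation luminescence | read-out = beta-arrestin recruitment to APJ as agonist activity, luminescent signal | control set = negative DMSO alone, positive Apelin-13 at 10 nM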
# XBP1 UPR activ: activators of adaptive XBP1 UPR arm, primary screen, cell-based, CHO-XBP1 luciferase reporter, luminescence, uHTS | IRE1-XBP1 UPR activation; percent of tunicamycin response, DMSO as zero | activation, % at 20 µM | actives 0.33% (n = 330,000) | AID 463104, 2010;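 active = versus positive control, 20 µM dose yields 30% or more activation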;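 note: 100% = tunicamycin at 10 µg/mL and 0% = DMSO only wells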
#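 Assay system: CHO-XBP1 luciferase reporter cells; Schedule: 6 h treatment, 37 °C; Detection: glow luminescence from Steady-Glo reagent; Benchmarks: high control tunicamycin 10 µg/mL final, low control DMSO vehicle only.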
# tim23-1 inh: growth inhibitors of tim23-1 mutant yeast, primary screen, luminescence, uHTS; S. cerevisiae tim23-1 growth, BacTiter-Glo luminescence, 24 h; inhibition, % at 20 µM; actives 1.3% (n = 330,000); AID 463212, 2010;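 active = growth inhibition of the mutant yeast at or above 50%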;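 note: temperature-sensitive mutant grown at 25 °C; plate controls were DMSO-treated mutant yeast for no effect and medium wells lacking yeast for full effect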
# GRIN3A LBD mod: binders of NR3A ligand-binding domain, primary screen, biophysical, differential scanning fluorimetry, uHTS; NR3A LBD differential scanning fluorimetry, Tm shift; 0% = protein alone, 100% = glycine-bound protein; actives 2.5% (n = 340,000); Tm shift relative to glycine control, % at 25 µM; Glutamate receptor ionotropic, NMDA 3A (GRIN3A) ligand-binding domain; AID 1259313, 2017;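 active = melting temperature shift of at least 10% of the positive control shift, at one fixed dose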
# UPR CHOP act: activators of apoptotic CHOP UPR arm, primary screen, cell-based, CHO-CHOP luciferase reporter, luminescence, uHTS; actives 0.34% (n = 330,000); AID 449763, 2010; UPR activation; percent of tunicamycin response over DMSO baseline; activation, % at 10 µM;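 active = at 10 µM dose, activation of 40% or more, normalized to positive control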;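 note: 100% = tunicamycin at 10 µg/mL and 0% = DMSO alone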
#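 System: CHO-CHOP luciferase reporter cell line | Buffer or medium: F12 medium containing 10% fetal bovine serum | Doses: One dose, 10 µM in 0.5% DMSO | Times: 6 h compound exposure at 37 °C after overnight seeding | Signal: Luciferase luminescence | Read-out: % activation vs tunicamycin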
# tim10-1 inh: growth inhibitors of tim10-1 mutant yeast, primary screen, luminescence, uHTS. S. cerevisiae tim10-1 ts strain growth, BacTiter-Glo, 24 h. inhibition, % at 20 µM. actives 2.2% (n = 330,000);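 active = inhibition of at least 40%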;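 note: mutant grown at 25 °C; 0% = DMSO wells with yeast and 100% = wells holding no yeast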
# TIM10 inh: growth inhibitors of isogenic TIM10 control yeast, primary screen, counter-screen for tim10-1 yeast inhibitor project, luminescence, uHTS | S. cerevisiae TIM10 strain growth, BacTiter-Glo luminescence, 24 h | AID 463195, 2010 | actives 1.4% (n = 330,000) | inhibition, % at 10 µM;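 active = inhibition of 40% or more at the single tested concentration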;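 note: wild-type TIM10 isogenic control strain grown at permissive 25 °C; 0% = DMSO yeast wells and 100% = minimal medium wells without yeast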
# NALP3 yeast inh: NALP3 inflammasome inhibitors in reconstituted yeast, primary screen, luminescence, uHTS | Yeast reconstituted NLRP3/ASC/caspase-1, beta-gal luminescence, 24 h | inhibition, % at 10 µM | actives 0.39% (n = 330,000) | AID 2825, 2010;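 active = inhibition of 50% or more; inactive = inhibition below 50%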;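 note: plate controls were induced DMSO wells for no effect and uninduced yeast grown without galactose for full effect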
# The depositor's hits bear a star.
# Order of results: Mdm2 MdmX PPI | APJ ag | XBP1 UPR activ | tim23-1 inh | GRIN3A LBD mod | UPR CHOP act | tim10-1 inh | TIM10 inh | NALP3 yeast inh
CCCNS(=O)(=O)c1cccc(C(=O)NNC(=O)c2cc(C)oc2C)c1
  17 | 7 | -3 | -2 | -1 | -0.5 | 2 | -5 | 13
Cc1cc(S(=O)(=O)NC2CCCC2)ccc1-n1cnnn1
  -25 | 2 | 4 | -15 | 5 | 1.3 | 4 | -5 | 6
CC(=O)N1CCN(S(=O)(=O)c2cccc(C(=O)Nc3ccc4c(c3)CCC4)c2)CC1
  30 | 2 | -1 | 5 | 0 | -0.4 | 15 | 10 | 13
Cc1cc(C)c2oc(C(=O)Nc3ccc(S(=O)(=O)N4CCCC(C)C4)cc3)cc(=O)c2c1 (stereo not drawn)
  29 | -2 | -2 | -2 | -9 | -1.7 | 4 | 2 | -5
C[C@@H](N)C(=O)NC[C@H]1CC[C@H](C(=O)N[C@@H](Cc2ccccc2)C(=O)O)CC1
  25 | -3 | -1 | -6 | 3 | 0.7 | -9 | 13 | 62*
CCn1ncc(S(=O)(=O)Nc2cccnc2)c1C
  -16 | 6 | 1 | 6 | 1 | -1.3 | -4 | 11 | 17
CCN(CC)CCNc1ccc2nnc(CCNS(=O)(=O)c3ccc(C)cc3)n2n1
  -32 | -2 | 0 | 7 | 6 | 0.4 | 4 | -12 | 1
CN(C(=O)COC(=O)c1cccnc1Nc1cccc(C(F)(F)F)c1)C1CCS(=O)(=O)C1 (stereo not drawn)
  6 | -1 | -2 | 18 | -2 | -0.4 | 21 | 18 | 1
Cc1[nH]c2ccccc2c1C(=O)CN1CC(C)OC(C)C1 (stereo not drawn)
  2 | -3 | -1 | 4 | -1 | 1.6 | -19 | -14 | 14
COc1ccc(CNC(=O)COc2cc(O)c3c(c2)OC(C)(C)CC3=O)cc1
  -7 | -5 | -2 | 14 | 0 | -1.1 | 20 | -5 | 15
CCCn1c(NCCO)nc2ccccc21
  0 | 1 | 0 | 8 | 2 | -0.9 | 10 | 13 | 4
Cc1ccc(-n2nnnc2CNC(=O)c2ccc([N+](=O)[O-])o2)cc1C
  14 | 9 | -1 | 27 | 0 | 0.7 | 43* | 32 | 16
CN(C)c1oc(-c2ccccc2F)nc1C#N
  4 | -4 | 1 | 28 | 0 | 2.6 | 21 | 15 | 13
CCOC(=O)C1=C(C)NC(=O)/C1=C\N(C)C
  15 | 1 | -2 | 13 | 0 | 2.2 | 8 | 0 | 24
O=C(Nc1nc(-c2cccs2)c(-c2ccccc2)s1)c1ccco1
  21 | -5 | 6 | 55* | 2 | -1.4 | 26 | 36 | -24
CCCN1C(=O)c2cc(C(=O)Nc3cccc(C(C)=O)c3)ccc2C1Nc1cccc(C(C)=O)c1 (stereo not drawn)
  31 | 3 | 1 | -1 | 2 | -1.9 | 3 | -10 | 3
CC(=O)c1cc2c(cc1N/C(=N/S(=O)(=O)c1ccc(C)cc1)c1ccc(Cl)cc1)OCO2
  -7 | -4 | 1 | 21 | 0 | 1.4 | 24 | 23 | 8
CC(=O)N1CCC(C(=O)N2CCN(S(=O)(=O)c3ccc(F)cc3)CC2)CC1
  -12 | 5 | 3 | 16 | 0 | -3.4 | 14 | 16 | 4
C/C(=N\O)c1ccc(Cl)cc1Cl
  2 | 2 | 2 | 16 | 1 | 1.4 | 13 | 22 | 18
Cc1ncc(CN2CCC(C(=O)Nc3ccc(-n4cccn4)cc3)CC2)s1
  -17 | 0 | -4 | 3 | 0 | 1.2 | -9 | -20 | 20
COCCn1c(C)cc(C(=O)COc2ccc(N(C)S(=O)(=O)c3ccc(C)cc3)cc2)c1C
  8 | -3 | -4 | 25 | -2 | 1.0 | 8 | 18 | 11
O=[N+]([O-])c1ccccc1S(=O)(=O)Nc1cccc(-c2ccc3nncn3n2)c1
  14 | -2 | -2 | -13 | -2 | 0.8 | 6 | 4 | 2
Cc1c(N)cccc1-c1nc2ccccc2[nH]1
  -18 | -3 | 0 | 9 | -2 | 2.9 | 7 | 7 | -6
CC(C)c1ccc(NC(=O)c2ccccc2NC(=O)C2CCCCC2C(=O)O)cc1 (stereo not drawn)
  -72 | -1 | 3 | 10 | 0 | 4.4 | 14 | 6 | 7
CC1(C)CC(=O)c2c(S(C)(=O)=O)sc(Br)c2C1
  5 | 6 | 1 | 16 | 0 | -1.1 | 15 | 4 | 7
CCOCCCNCc1cc(Cl)ccc1OCC
  2 | -2 | -2 | -2 | -1 | -0.1 | -8 | -11 | -6
COc1ccc(NC(=O)Cn2cc(C(=O)c3ccco3)c3ccccc32)cc1
  24 | -4 | -1 | -28 | -1 | 0.6 | -18 | -20 | 0
O=C(COC(=O)C12CC3CC(CC(C3)C1)C2)NCc1ccccc1
  0 | -3 | 0 | 38 | 0 | 0.1 | 12 | 16 | 24
Cc1ncc([N+](=O)[O-])n1CC(=O)Nc1ccc(F)cc1
  -2 | -3 | -5 | -3 | 1 | 0.0 | -12 | 4 | -7
CC(C)OC(=O)Nc1ccc2c(c1)N(C(=O)CCN1CCN(CCO)CC1)c1ccccc1CC2
  -10 | 0 | -2 | 14 | -2 | 2.6 | 11 | 19 | 18

# Profiles, quoted from the list.
# Profile of CCN(CC)CCNc1ccc2nnc(CCNS(=O)(=O)c3ccc(C)cc3)n2n1 : Mdm2 MdmX PPI = -32; APJ ag = -2; XBP1 UPR activ = 0; tim23-1 inh = 7; GRIN3A LBD mod = 6; UPR CHOP act = 0.4; tim10-1 inh = 4; TIM10 inh = -12; NALP3 yeast inh = 1
# Profile of O=[N+]([O-])c1ccccc1S(=O)(=O)Nc1cccc(-c2ccc3nncn3n2)c1 : Mdm2 MdmX PPI = 14; APJ ag = -2; XBP1 UPR activ = -2; tim23-1 inh = -13; GRIN3A LBD mod = -2; UPR CHOP act = 0.8; tim10-1 inh = 6; TIM10 inh = 4; NALP3 yeast inh = 2
# Profile of Cc1ncc(CN2CCC(C(=O)Nc3ccc(-n4cccn4)cc3)CC2)s1 : Mdm2 MdmX PPI = -17; APJ ag = 0; XBP1 UPR activ = -4; tim23-1 inh = 3; GRIN3A LBD mod = 0; UPR CHOP act = 1.2; tim10-1 inh = -9; TIM10 inh = -20; NALP3 yeast inh = 20

# Shown as a hit in NALP3 yeast inh, among the entries above:
Compound | Mdm2 MdmX PPI | XBP1 UPR activ | GRIN3A LBD mod | NALP3 yeast inh
C[C@@H](N)C(=O)NC[C@H]1CC[C@H](C(=O)N[C@@H](Cc2ccccc2)C(=O)O)CC1 | 25 | -1 | 3 | 62*

# (further entries)
# Order of results: Mdm2 MdmX PPI | APJ ag | XBP1 UPR activ | tim23-1 inh | GRIN3A LBD mod | UPR CHOP act | tim10-1 inh | TIM10 inh | NALP3 yeast inh
O=C(Nc1ccccc1)ON=C1c2ccccc2-c2ccccc21
  27 | 0 | 5 | 47 | -4 | 0.2 | 33 | 26 | 10
COC(=O)C1CC(O)CN1S(=O)(=O)c1ccc2ccccc2c1 (stereo not drawn)
  2 | -4 | 2 | 9 | -1 | -0.5 | 9 | 9 | 4
O=S(=O)(c1ccccc1)N1CCN(C(=S)NC2CCCC2)CC1
  2 | 3 | 3 | 12 | 1 | 1.2 | 9 | 0 | 18
CCOC(=O)Cc1csc(NC(=O)c2sc3nc4ccc(CC)cc4cc3c2N)n1
  2 | 16 | -3 | 7 | -1 | 2.1 | 7 | 13 | 9
Nc1cc(Cl)ccc1C(=O)OCC(=O)N1CCCCCC1
  -23 | -4 | 2 | -7 | 0 | 1.9 | -34 | -15 | 37
C=C1CCN(C(C(=O)OC)C(C)C)S(=O)(=O)c2ccc(F)cc21 (stereo not drawn)
  8 | 0 | 0 | 24 | 1 | 0.0 | 8 | 3 | 20
C/C(=N/NC(=O)c1ccc2nc[nH]c2c1)c1cccs1
  -53 | -3 | -6 | 9 | 2 | -0.3 | 3 | 1 | -3
c1ccc2nc(-c3nc4ccccc4[nH]3)ccc2c1
  -123 | -3 | -11 | 22 | -19 | -5.3 | 15 | 23 | 53*
CN(Cc1cccc(F)c1)C(=O)c1ccc(NS(=O)(=O)c2ccc3[nH]c(=O)[nH]c3c2)cc1
  1 | -4 | 0 | -4 | -2 | -0.1 | -1 | 7 | 13
Cc1ccc(CNC(=O)C2CCCN(S(=O)(=O)c3cccc4nonc34)C2)cc1 (stereo not drawn)
  40 | 0 | -2 | -23 | -2 | -0.2 | -7 | -22 | 17
Cc1nc(NC(=O)CSc2nnc(-c3ccccc3)c(-c3ccccc3)n2)c(Cl)cc1Cl
  3 | -2 | -2 | 21 | -4 | 2.0 | 10 | 7 | 16
COc1ccc(C(C(=O)NC2CCCC2)N(Cc2ccco2)C(=O)c2snc(C(N)=O)c2N)cc1OC (stereo not drawn)
  14 | 2 | -5 | 7 | -2 | -1.0 | 14 | -27 | 5
COC(=O)c1c(NC(=O)c2ccccc2[N+](=O)[O-])sc2c1CC(C)(C)NC2(C)C
  30 | 0 | -3 | 7 | -6 | -0.9 | -13 | -16 | -7
Cn1c(=O)c2c(ncn2CCOc2ccc(Br)cc2)n(C)c1=O
  -29 | 2 | -1 | 27 | -3 | 0.6 | -5 | 8 | 10
O=C(CCN1C(=O)C2CC=CCC2C1=O)Nc1cccc(Cl)c1 (stereo not drawn)
  32 | 2 | -2 | 2 | -29 | 0.4 | 9 | -13 | 1
CC(C)OC(=O)CSc1nnc(-c2cnccn2)n1Cc1ccco1
  -1 | -4 | -5 | 11 | -1 | -1.0 | 9 | 9 | 6
CCN(c1cccc(C)c1)S(=O)(=O)c1csc(C(N)=O)c1
  -9 | 1 | 5 | 14 | 0 | -1.7 | 10 | -9 | 9
CSCc1ccc(C(=O)NCCSc2ccc(Br)cc2)cc1
  -52 | -6 | 2 | 4 | -9 | 3.4 | 13 | -2 | 6
CC[C@@H]1Cc2cc(O)ccc2C2=C1c1ccc(O)cc1C[C@H]2CC
  46 | 17 | 3 | -7 | -9 | 0.7 | -5 | 59* | 20
Cc1cc(C(=O)CN2C(=O)NC(C)(CC(C)C)C2=O)c(C)n1-c1ccc2c(c1)OCO2 (stereo not drawn)
  -4 | -1 | 1 | 19 | -3 | -1.0 | 16 | 24 | 24
CC(NC(=O)CSc1nc2ccc(N)cc2s1)c1ccccc1 (stereo not drawn)
  -4 | -1 | 0 | -38 | -4 | 2.5 | -141 | -44 | 19
CCNC(=O)c1ccc(CSc2nc3ccccc3s2)cc1
  -32 | 3 | -4 | 32 | 33* | 5.5 | 21 | 2 | 24
O=C(CSc1ccc(Br)cc1)NC1CCCCCC1
  -24 | 0 | 1 | 20 | -2 | 0.1 | -6 | -31 | 26
Cc1ccccc1OCC(=O)N/N=C/c1ccc(N2CCOCC2)o1
  25 | -4 | -4 | 17 | -4 | 1.4 | -3 | -3 | 8

# Not a hit list; overall some 8.2% were active at least once.
